# Assay outcomes from PubChem.
# S2 tox: viability counter-screen for ATXN expression inhibitors | Potency, µM (top dose mostly 56.7 µM), hits mostly cytotoxic | 400,000 compounds, 0.49% hits | S2 cells (HEK-293 line with an ATXN2-luciferase reporter) viability, CellTiter-Fluor protease fluorescence, 24 h; note: potency is the fitted concentration of half-maximal effect; nearly all actives have a fitted effect of over 40% in size
# TGFb SMAD3 inh: blocks TGF-b signaling; Potency, µM (series often up to 46.1 µM), inactives show at the top dose activity, negative = inhibition, usual class: inhibitors; HepG2 CAGA-GFP TGF-b/SMAD3 reporter, GFP fluorescence, 18 h; TGF-beta stimulated, 500 pg/mL final; 410,000 compounds, 1.2% hits; note: potency is the fitted concentration of half-maximal effect; % is set by controls: 0 for no effect and ±100 for the full control effect; nearly all actives have a fitted effect of over 65% in size
#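 Inhibition was scored as loss of TGF-beta-induced (500 pg/mL final, 18 hours, 37 degrees C) GFP in HEPG2 cells carrying a CAGA-GFP reporter, in DMEM with 1% FBS. Well GFP was summed per cell; Activity was normalised to unstimulated and stimulated DMSO wells, then concentration-response fitting.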
# Nrf2 inh: Nrf2 pathway inhibition; Potency, µM (highest dose often 46 µM), for inactives: at the top dose activity change, negative = inhibition, hits mostly inhibitors; AID 504444; A549 ARE-Fluc reporter, luciferase luminescence, 18-24 h; 360,000 compounds, 2.1% hits; note: potency is the fitted concentration of half-maximal effect; % is set by controls: 0 for no effect and ±100 for the full control effect; nearly all actives have a fitted effect of over 60% in size
#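 Concentration-response testing used A549 ARE_Fluc cells at 5000 cells/well. Following an 18-24 h compound incubation, viability was read by fluorescence (Ex 405/Em 525) and luciferase output by luminescence.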
# Akt phos inh: blocks phosphorylation of Akt; Neuro2A IGF-stimulated pAkt S473 HTRF, 20 min; hits give low values; activity change, % for hits at 50 µM; 360,000 compounds, 0.32% hits; AID 651550; in the data active = activity change below about -80%; inconclusive = mostly about -51% to -80%; note: % is set by controls: 0 for no effect and ±100 for the full control effect
#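 Neuro2A cells (4,500/well, DMEM with 0.5% FBS) were treated with compound at a single 50 µM final concentration, stimulated with 6 nM IGF for 20 min at 37 °C, and lysed. Phospho-Akt Ser473 was read by HTRF as 665/615 ratio ×10^4.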
# CCT chaperon mod: changes cytosolic chaperonin activity | purified chaperonin ATPase assay, HTRF ADP detection, 30 min | 360,000 compounds, 0.3% hits | activity change, % (no concentration beside the values), hits read low | AID 651819; in the data active = activity change below about -30%; note: % is set by controls: 0 for no effect and ±100 for the full control effect
#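 ATPase activity: ADP formed was measured by HTRF Transcreener (665/615 nm ratio) after 30 min at 37 deg C with 10 uM ATP. Compounds screened at one 76 uM concentration against 40 or 20 nM TRiC in Tris pH 7.4/KCl/MgCl2/DTT buffer.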
# MmCpn inh: blocks the Methanococcus maripaludis chaperonin Mm-Cpn. Potency, µM (top dose mostly 76.9 µM), without a hit: top-dose activity, negative = inhibition, most hits filed as inhibitors. AID 504842. 330,000 compounds, 0.031% hits. purified Mm-Cpn ATPase, ADP Transcreener TR-FRET; note: potency is the fitted concentration of half-maximal effect; % is set by controls: 0 for no effect and ±100 for the full control effect; nearly all actives have a fitted effect of over 80% in size
#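 Purified archaeal chaperonin (25 nM final) was preincubated with compound for 10 min at 37°C, then ATP (10 uM final) was added for 30 min at 37°C in Tris pH 7.4/KCl/MgCl2/DTT buffer. ADP was quantified by HTRF Transcreener TR-FRET.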
# Nrf2 activator: activators of Nrf2 (ARE) signaling; AREc32 ARE-luciferase reporter (MCF7-derived line), luminescence, 24 h; Potency, µM (series often up to 46.1 µM), for the others: at the top dose activation, actives largely listed as activators; 410,000 compounds, 0.31% hits; note: potency is the fitted concentration of half-maximal effect; % of control where 0% means no effect; nearly all actives have a fitted effect of over 65% in size
#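 Reporter line AREc32 (ARE-Fluc), seeded overnight in OPTI-MEM with 5% FBS; compound pin-transferred, 24 hr at 37 deg C, 5% CO2; luminescent read-out.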
# HepG2 tox: counter-screen for TGF-b inhibitors: cytotoxicity in HepG2 cells; Potency, µM (series often up to 46.1 µM), without a hit: at the highest dose activity change, negative = cytotoxicity, most hits filed as cytotoxic; 410,000 compounds, 0.76% hits; HepG2 CAGA-GFP viability, ATP luminescence, 18 h; note: potency is the fitted concentration of half-maximal effect; some results filed as inactive show a strong effect at the top dose
#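 HepG2 CAGA-GFP cells (1000/well, DMEM with 1% FBS) received compound, then TGF-beta at 500 pg/mL final, and were incubated 18 hours at 37 degrees C. Viability was read by CellTiter-Glo luminescence. Media-only wells were set as complete cell-killing and DMSO as no toxicity.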
# A549 viability: kills or reduces viability of A549 cells in Nrf2 counter-screen. A549 ARE-Fluc cells, CellTiter-Fluor viability, 18-24 h. Potency, µM (top dose mostly 46 µM), for the others: at the top dose activity change, negative = cytotoxicity, hits mostly inhibitors. 390,000 compounds, 0.16% hits. AID 504648; note: potency is the fitted concentration of half-maximal effect; % is set by controls: 0 for no effect and ±100 for the full control effect
#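 A549 ARE-Fluc cells in 5% FBS OPTI-MEM, 5000 cells/well, rested 2 h then exposed to compounds in concentration-response for 18-24 h at 37 °C. Viability by CellTiter-Fluor fluorescence (Ex 405/Em 525) after 30 min; luciferase luminescence (BugLite, 15 min, RT) read afterwards.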
# An asterisk follows results filed as active; i = inactive; ? = inconclusive; / = no result given; [ ] = dose if it differs, or a comment. Unless noted, calls come from the whole dose curve; as a rule, active = well fitted curve in the direction sought with a large enough effect; inconclusive = small, poorly fitted or top-dose-only effect, or another doubt; inactive = no such curve, though single readings can be large; an effect the other way counts as inactive or inconclusive.
SMILES,S2 tox,TGFb SMAD3 inh,Nrf2 inh,Akt phos inh,CCT chaperon mod,MmCpn inh,Nrf2 activator,HepG2 tox,A549 viability
O=C(NC(=O)c1cccc(F)c1)Nc1ccc(-c2cc(C(F)(F)F)nn2-c2ccccc2)cc1,i,12%,-13%,/,/,/,0.5%,-3%,5%
CCc1cc2c(cc3c(=O)n(CC(=O)NCCc4ccc(OC)cc4OC)nc(CC)n32)s1,/,?,8%,/,/,/,-0.7%,-1%,8%
COc1ccc(Cc2c(C)nn(-c3nc(C)c(C(=O)Nc4cccc(C(C)=O)c4)s3)c2C)cc1,/,?,?,/,/,/,0.4%,-9%,5%
C=CCNC(=S)/N=c1/ccccn1CCC,i,?,4%,i,-1.9,-2%,0.1%,-25%,1%
Cc1cc(C)nc(NS(=O)(=O)c2ccc(NC(=O)COc3ccccc3F)cc2)n1,?,1%,2%,i,-2.3,0%,-0.1%,6%,-2%
CCOC(=O)Nc1ccc(OC(=O)Oc2ccc(NC(=O)OCC)cc2)cc1,i,-22%,3%,i,0.1,/,2.3%,7%,0%
CCNc1nc(NC(C)C)nc(NS(=O)(=O)c2ccc(C)cc2)n1,i,0%,10%,i,-0.7,-2%,-0.5%,-4%,-1%
O=C1C=C(N(CCO)CCO)C2(CCCCC2)O1,i,?,17%,i,-0.6,1%,0.0%,0%,-5%
COC(=O)[C@]1(C)N[C@H](CN(C)C(=O)c2ccccc2)[C@@H]2C(=O)N(C)C(=O)[C@@H]21,i,-12%,3%,i,-1.7,0%,-0.6%,0%,9%
CC(C)C[C@H]1CN(CCCC[C@@H]2CNC(=O)C(=O)N2Cc2ccccc2)C(=O)C(=O)N1Cc1ccccc1,?,/,/,i,0.2,/,0.1%,/,/
O=C(CN(C(=O)c1csnn1)c1ccccc1Cl)NC1CCCCC1,i,6%,-3%,i,1.1,1%,-0.1%,7%,-1%
COc1cc(C2C3=C(CCCC3=O)Nc3[nH]n(-c4ccccc4)c(=O)c32)ccc1O (configuration not stated),i,-23%,9%,i,-1.4,-2%,2.8%,-68%,6%
Cc1cc(C)c(S(C)(=O)=O)c(S(=O)(=O)c2ccc(Cl)cc2)n1,i,0%,13%,i,2.6,0%,?,-26%,0%
O=C(NC1CCOC1=O)c1ccccc1 (configuration not stated),i,25%,17%,i,-16,/,-1.1%,4%,7%
COc1cccc(NC(=O)CN(C)C(=O)CCC(=O)c2cc(C)sc2C)c1,i,-1%,-19%,i,1.3,-1%,-0.2%,-7%,-7%
COc1ccc(N(C)S(=O)(=O)c2ccc3c(c2)n(C)c(=O)c(=O)n3C)cc1,i,5%,-16%,/,/,/,0.1%,-11%,-1%
CN=C1N(C)C[C@@H]2[C@@H]3C(=O)N(Cc4ccccc4)C(=O)[C@@H]3[C@](Cc3ccccc3)(C(=O)OC)N12,i,-2%,-6%,i,1.6,3%,-0.5%,-2%,-6%
Cc1cc(C(=O)Nc2nc3ccc(S(C)(=O)=O)cc3s2)c(C)o1,i,-3%,2%,?,-1.8,1%,0.5%,-42%,-1%[1.84 µM]
Cc1nn(CC(=O)NCc2cccc(F)c2)c(=O)c2c(C)n(-c3ccc(Cl)cc3)nc12,/,-18%,/,/,/,/,0.3%,12%,-3%
Cc1ccc(S(=O)(=O)n2nc(-c3ccc(Cl)cc3)nc2NCc2ccco2)cc1,i,-4%,?,i,3.1,0%,3.9%,-22%,3%
CC/C=C/C(=O)N1CC2(CC(c3cccc(NC(=O)CCCCC)c3)=NO2)C[C@H]1C(N)=O (some centres not stated),i,-1%,-4%,i,-0.4,-2%,-0.3%,-2%,0%
Cn1c(=O)oc2cc(S(=O)(=O)NCCC(=O)Nc3ccc4c(c3)OCCO4)ccc21,i,-1%,-2%,i,-1.3,0%,1.4%,-9%,-4%
COc1ccccc1-c1coc2c(CN3CCC(C)CC3)c(O)ccc2c1=O,i,-2%,/,i,1.8,?,1.4%,-9%,5%
CCOC(=O)c1c(NC(=O)CSc2nnc(CNc3ccc(Cl)cc3)o2)sc(C)c1C,i,-4%,1%,i,3.2,-1%,4.9%,4%,-9%
Cc1ccc(S(=O)(=O)N2CCOCC2)cc1C(=O)OCC(=O)NCc1ccccc1,i,-3%,16%,i,-2.2,-2%,-0.9%,0%,1%
COc1ccc(C2=NOC(C(=O)Nc3cc(C)on3)C2)cc1OC (configuration not stated),i,3%,-7%,i,-1.5,-2%,-0.5%,-86%,6%
CCN(Cc1ccccc1)C(c1ccccn1)c1nnnn1C1CCCCC1 (configuration not stated),i,?,?,/,2.8,-10%,-0.8%,-5%,-19%
CCCNC(=O)C1(C)CCN(C(=O)c2ccc(F)c(Cl)c2)C1 (configuration not stated),i,26%,/,i,0.3,/,-0.4%[9.22 µM],-1%,/
CCCN(CCC)C(=O)C1CCCN(c2ncnc3onc(-c4ccc(F)cc4)c23)C1 (configuration not stated),i,1%,12%,/,/,/,0.2%,5%,1%
CC1CN(C(=O)Cn2cc(S(=O)(=O)CC(=O)N3CCOCC3)c3ccccc32)CC(C)O1 (configuration not stated),i,0%,8%,i,-1.7,-13%,0.3%,3%,-2%
Cc1ccc2c(c1)CCCN2C(=O)c1cc(C)c(C)s1,i,10%,-3%,i,-33*,-8%,2.0%,16%,2%
CN(C)S(=O)(=O)Nc1ccc(Br)cc1F,i,0%,-10%,i,-2.2,-5%,-0.3%,-3%,13%
COc1cc2c(O)c3c(c(-c4ccc5c(c4)OCO5)c2cc1OC)C(=O)OC3,?,?,?,i,0.2,1%,5.5%,-34%,18µM*
O=C(c1cccs1)N1N=C(c2ccccc2)CC1c1ccccc1 (configuration not stated),?,?,?,i,-1.2,-3%,0.5%,-14%,?
O=C(Nc1cc2c(cc1Br)OCCO2)c1ccc(=O)[nH]c1,i,10%,-20%,i,2.4,1%,8.3%,1%,1%
O=C(Nc1ccccc1F)C(=O)Nc1cccc2ccccc12,i,-1%,?,i,-2.4,-2%,9.7%,-1%,2%
COc1ccc(-c2c(-c3cc(OC)cc(OC)c3)n(C)c3ccc(-c4ccc5c(c4)OCCO5)cc23)cc1,i,-4%,5%,i,0.7,-14%,-0.5%,3%,5%
CCc1nc2ccc(C(=O)N3CCN(C(=O)c4ccco4)CC3)cn2c1N(C)CCC(C)C,i,?,/,i,0.8,/,4.1%,-24%,/
Cc1c(C(=O)NCc2ccccc2C(F)(F)F)sc(=O)n1Cc1ccc2c(c1)OCO2,i,-22%,/,i,1.5,/,5.5%,-8%,/
COc1ccc(OCC(=O)NC(=S)Nc2ccc3c4c(cccc24)CC3)cc1,i,-1%,?,i,-14,?,-0.2%,-9%,-7%

# Shown as a hit in CCT chaperon mod (from the list above):
Structure	Akt phos inh	CCT chaperon mod	MmCpn inh
Cc1ccc2c(c1)CCCN2C(=O)c1cc(C)c(C)s1	i	-33*	-8%

# Single entries from the entries so far:
# Value for `O=C(Nc1ccccc1F)C(=O)Nc1cccc2ccccc12` in TGFb SMAD3 inh: -1%
# Value for `CCCN(CCC)C(=O)C1CCCN(c2ncnc3onc(-c4ccc(F)cc4)c23)C1` (configuration not stated) in Nrf2 activator: 0.2%
# Value for `O=C1C=C(N(CCO)CCO)C2(CCCCC2)O1` in MmCpn inh: 1%

# Following part
SMILES,S2 tox,TGFb SMAD3 inh,Nrf2 inh,Akt phos inh,CCT chaperon mod,MmCpn inh,Nrf2 activator,HepG2 tox,A549 viability
CC(C)CN(C(=O)COC(=O)c1ccc(Cl)nc1)c1c(N)n(Cc2ccccc2)c(=O)[nH]c1=O,i,-6%,4%,i,-4.3,-5%,-0.6%,-1%,-3%
COc1ccc(CNc2nc(-c3cccnc3)nn2C(=O)CC(C)C)cc1,i,-1%,5%,i,-2.7,1%,-0.5%,-3%,4%
Cc1cnc(C(=O)Oc2ccc(-c3ccccc3)cc2)cn1,i,15%,-16%,i,-0.1,-1%,2.5%,-8%,-1%
CN(C(=O)c1ccc2c(c1)OCO2)C1CCS(=O)(=O)C1 (configuration not stated),i,-10%,1%,i,-1.8,0%,0.2%,1%,-1%
O=C(c1ccc(S(=O)(=O)N2CCOCC2)cc1)N1CCN(c2ccccn2)CC1,i,-7%,-5%,i,-0.6,-1%,4.1%,-4%,-1%
CCCC(=O)Oc1ccc(N(C(=O)CCC)S(=O)(=O)c2cccc([N+](=O)[O-])c2)cc1,i,2%,2%,i,-1.3,2%,5.3%,0%,3%
C=CCCC(=O)N1CCC(CCC(=O)NC2CC2)CC1,i,16%,9%,i,0.8,3%,-1.0%,3%,-1%
COc1ccc(S(=O)(=O)c2cn(CC(=O)Nc3ccccc3)c3ccc(Cl)cc3c2=O)cc1,i,?,3%,/,/,/,-0.7%,1%,1%
COc1cc(C(=O)NC(=S)Nc2ccc([N+](=O)[O-])cc2)cc(OC)c1OC,i,18%,-13%,i,1.5,0%,-0.5%,-16%,-20%
O=C(C1CC(=O)N(c2ccc3c(c2)OCCO3)C1)N1CCN(c2ccccc2O)CC1 (configuration not stated),i,-24%,-15%,i,-0.6,0%,0.5%,-4%,4%
O=C(N/N=C/c1c[nH]c2ccc(Br)cc12)c1ccncc1,i,-4%,4%,i,-0.7,0%,2.2%,-25%,9%
CCOc1cc(C(=O)NCCN2C(=O)S/C(=C\c3cccnc3)C2=O)cc(OCC)c1OCC,i,1%,-7%,i,2.8,-1%,-0.7%,2%,5%
CC1CC(C)(C)NC2(CCCC2)N1 (configuration not stated),i,12%,-6%,i,-2.4,/,-0.6%,-17%,-3%
O=C(CCCCCn1c(=S)[nH]c2cc3c(cc2c1=O)OCO3)N1CCN(c2ccc(F)cc2)CC1,?,-5%,?,i,-32*,-7%,-0.5%,-6%,-20%
